HCMV antiviral – human cytomegalovirus inhibition | HFF cells, HCMV-luciferase reporter, 72 h; active compounds read low | activity change, negative = inhibition, % at 57.5 µM | 4.5% of 410,000 active | AID 1259415; in the data active = activity change below about -60%; inconclusive = no clear call, values can overlap the other calls; inactive = above about -39%; note: % is set by controls: 0 for no effect and ±100 for the full control effect
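After 16 h attachment at 37C, HFF cells received test compound and HCMV-luciferase (1 PFU/cell); reporter luminescence read 72 h later, data normalized against buffer-only and known inhibitor Salinomycin.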
AmpC inh no detg – AmpC beta-lactamase inhibition without detergent. P00811. 0.52% of 330,000 active. AID 485341. Potency, µM (series often up to 57.1 µM), without a hit: at the highest dose activity change, negative = inhibition, usual class: inhibitors. AmpC nitrocefin hydrolysis, absorbance 480 nm, 0.0001% Triton;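 note: potency is the fitted concentration of half-maximal effect; plate controls were no compound for no effect and no enzyme for full effect; nearly all actives have a fitted effect of over 20% in size; some results filed as inactive show a strong effect at the top dose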
Target sequence (P00811 whole entry, looked up): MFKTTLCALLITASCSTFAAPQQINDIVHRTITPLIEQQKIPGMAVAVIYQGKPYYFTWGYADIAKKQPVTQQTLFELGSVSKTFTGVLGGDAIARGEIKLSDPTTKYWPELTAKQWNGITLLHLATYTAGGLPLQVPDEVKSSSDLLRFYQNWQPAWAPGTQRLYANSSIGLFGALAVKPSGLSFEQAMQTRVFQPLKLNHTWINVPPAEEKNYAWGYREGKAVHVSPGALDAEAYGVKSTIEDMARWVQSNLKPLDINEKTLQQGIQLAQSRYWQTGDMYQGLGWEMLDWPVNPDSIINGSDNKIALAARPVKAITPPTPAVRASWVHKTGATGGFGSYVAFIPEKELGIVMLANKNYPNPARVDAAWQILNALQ
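AmpC (5.3 nM in the dispensed reagent) in 20 mM phosphate pH 7.0 with 0.01% (detergent screen) or 0.0001% Triton X-100 was preincubated with compounds for 15 min at room temperature. Nitrocefin was then added from an 800 uM solution, and hydrolysis was followed at 480 nm.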
CHX counter – affects cycloheximide protein synthesis inhibition readout, counter-screen. max response, %. AID 2314. cell reporter, cycloheximide protein synthesis inhibition counterscreen. 12% of 300,000 active; in the data active = max response mostly above about 13%, no sharp cut-off; inactive = mostly below about 14%; note: read at 38.3 µM for the half of the compounds with a filed dose; 0% is about no effect
Giardia FBPA inh – blocks Giardia fructose-bisphosphate aldolase activity; A8B2U2; purified Giardia FBPA; Potency, µM (highest dose often 59.6 µM), for inactives: at the top dose activity, negative = inhibition, actives largely listed as inhibitors; 0.71% of 290,000 active; note: potency is the fitted concentration of half-maximal effect; % is set by controls: 0 for no effect and ±100 for the full control effect; nearly all actives have a fitted effect of over 55% in size
Target sequence (A8B2U2 whole entry, looked up): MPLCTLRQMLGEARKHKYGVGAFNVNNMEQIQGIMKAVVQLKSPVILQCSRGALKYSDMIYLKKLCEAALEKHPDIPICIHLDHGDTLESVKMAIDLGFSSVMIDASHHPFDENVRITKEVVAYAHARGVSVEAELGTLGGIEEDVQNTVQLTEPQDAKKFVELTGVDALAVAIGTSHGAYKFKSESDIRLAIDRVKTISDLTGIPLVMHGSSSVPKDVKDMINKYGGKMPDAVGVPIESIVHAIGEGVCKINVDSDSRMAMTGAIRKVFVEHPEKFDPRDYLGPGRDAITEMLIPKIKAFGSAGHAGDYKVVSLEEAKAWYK
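40 nM FBPA preincubated 10 min at RT with compound (up to 57.5 uM final), then substrate plus GAPDH/TPI/NAD/arsenate coupling and diaphorase/resazurin added. Fluorescence read after 20 min at RT, 525/598 nm.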
Shiga inhibitor – blocks Shiga toxin action in Vero cells | Vero cells, Shiga toxin protein synthesis inhibition reporter | inhibition, % at 38.7 µM | 9.2% of 290,000 active | AID 2315; in the data active = inhibition mostly above about 28%, no sharp cut-off; inactive = mostly below about 43%; note: 0% is about no effect
AMA1 RON2 block – disrupts binding of P. falciparum AMA1 to RON2 | AlphaScreen AMA1-biotinylated RON2 peptide binding | Potency, µM (highest dose often 58.2 µM), without a hit: top-dose activity change, negative = inhibition, actives largely listed as inhibitors | 0.2% of 360,000 active | AID 720542;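 note: potency is the fitted concentration of half-maximal effect; 0% = vehicle wells and -100% = peptide control; nearly all actives have a fitted effect of over 45% in size; some results filed as inactive show a strong effect at the top dose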
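AMA1 (3D7) with his tag at 25 nM final met compounds first, then biotinylated RON2 peptide at 25 nM; detection used donor plus acceptor beads, 10 µg/mL apiece, read by AlphaScreen after 30 min at room temperature.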
AmpC detergent – AmpC beta-lactamase inhibition with detergent present; P00811; AmpC hydrolysis of nitrocefin, absorbance 480 nm, 0.01% Triton; Potency, µM (top dose mostly 114 µM), inactives show at the highest dose activity change, negative = inhibition, usual class: inhibitors; 0.041% of 370,000 active; AID 485294;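 note: potency is the fitted concentration of half-maximal effect; 0% = no-compound wells and -100% = no-enzyme wells; nearly all actives have a fitted effect of over 25% in size; some results filed as inactive show a strong effect at the top dose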
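20 mM phosphate pH 7.0 + 0.01% (detergent screen) or 0.0001% Triton X-100; 5.3 nM AmpC reagent; cpd preinc 15 min RT; nitrocefin (800 uM stock) to start; A480 q20 s × 4 min; Activity was normalised to no-enzyme and no-compound control wells.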
Starred values were filed as active, the others as inactive; [ ] = another dose, or the depositor's remark. Unless noted, calls come from the whole dose curve; as a rule, active = well fitted curve in the direction sought with a large enough effect; inconclusive = small, poorly fitted or top-dose-only effect, or another doubt; inactive = no such curve, though single readings can be large; an effect the other way counts as inactive or inconclusive.

`CC(Oc1ccccc1)C(=O)Nc1cccc(NC(=O)c2ccco2)c1` (stereo not drawn) gave HCMV antiviral -39, AmpC inh no detg -12%, CHX counter 1, Giardia FBPA inh 7%, Shiga inhibitor 25, AMA1 RON2 block 3% and AmpC detergent 7%.
Screening CCc1ccccc1NC(=S)NC1CC2CCC(C1)N2Cc1ccc(F)cc1 (stereo not drawn) returned HCMV antiviral -28, AmpC inh no detg 13%, CHX counter -2, Giardia FBPA inh 3%, Shiga inhibitor -27, AMA1 RON2 block -17% and AmpC detergent -9%.
Screening O=C(C1CCC(=O)N(C2CC2)C1)N1CCN(c2ccccc2Cl)CC1 (stereo not drawn) returned HCMV antiviral -22, AmpC inh no detg 2%, CHX counter 19, Giardia FBPA inh 0%, Shiga inhibitor 21, AMA1 RON2 block 10% and AmpC detergent 0%.
`COc1cccc(CNC(=O)C2CCN(S(=O)(=O)c3cccc4cccnc34)CC2)c1` gave HCMV antiviral 23, AmpC inh no detg -3%, CHX counter -3, Giardia FBPA inh 4%, Shiga inhibitor -18, AMA1 RON2 block -6% and AmpC detergent inconclusive.
For Cc1cc2oc(=O)cc(CN3CCN(S(=O)(=O)/C=C/c4ccccc4)CC3)c2cc1C the results were HCMV antiviral -38, AmpC inh no detg -17%, CHX counter 5, Giardia FBPA inh -2%, Shiga inhibitor 2, AMA1 RON2 block -1% and AmpC detergent -11%.
For CS(=O)(=O)c1ccc2nc(NC(=O)c3cc4ccccc4o3)sc2c1 the results were HCMV antiviral 1, AmpC inh no detg -9%, CHX counter -1, Giardia FBPA inh -5%, Shiga inhibitor -6, AMA1 RON2 block -6% and AmpC detergent 0%.
`Cc1cc(NC(=O)CSc2nc3c(c(=O)n(C)c(=O)n3C)n2C(C)C)no1` gave HCMV antiviral 47, AmpC inh no detg -28%, CHX counter 10, Giardia FBPA inh 2%, Shiga inhibitor -20, AMA1 RON2 block -8% and AmpC detergent 9%.
Screening COc1ccc(NC(=O)CSc2nc(N)c(-c3ccccc3)c(=O)[nH]2)cc1 returned HCMV antiviral 17, AmpC inh no detg -10%, CHX counter -2, Giardia FBPA inh 5%, Shiga inhibitor -12, AMA1 RON2 block 7% and AmpC detergent 0%.
Screening CC(N)C12CC3CC(C1)CC(C(C)N)(C3)C2 (stereo not drawn) returned HCMV antiviral 10, AmpC inh no detg -1%, CHX counter 6, Giardia FBPA inh -3%, Shiga inhibitor -8, AMA1 RON2 block -16% and AmpC detergent 1%.
`COc1ccc(-c2nc3ccc(Cl)cn3c2NC2CCCCC2)cc1SC1CCCCC1` gave HCMV antiviral -19, AmpC inh no detg -21% and AMA1 RON2 block -4%.
Screening CC1CCCCN1C(=O)COc1ccccc1F (stereo not drawn) returned HCMV antiviral 4, AmpC inh no detg -10%, CHX counter -4, Giardia FBPA inh 6%, Shiga inhibitor 5, AMA1 RON2 block 17% and AmpC detergent 1%.
Cc1c(Cl)cccc1-n1c(SCC(=O)N2CCC(C(=O)O)CC2)nc2ccccc2c1=O was read as HCMV antiviral -22, AmpC inh no detg -8%, CHX counter -7, Shiga inhibitor -8, AMA1 RON2 block -13% and AmpC detergent -2%.

Next section; the last 3 above are carried over.
`COc1ccc(-c2nc3ccc(Cl)cn3c2NC2CCCCC2)cc1SC1CCCCC1` gave HCMV antiviral -19, AmpC inh no detg -21% and AMA1 RON2 block -4%.
Screening CC1CCCCN1C(=O)COc1ccccc1F (stereo not drawn) returned HCMV antiviral 4, AmpC inh no detg -10%, CHX counter -4, Giardia FBPA inh 6%, Shiga inhibitor 5, AMA1 RON2 block 17% and AmpC detergent 1%.
Cc1c(Cl)cccc1-n1c(SCC(=O)N2CCC(C(=O)O)CC2)nc2ccccc2c1=O was read as HCMV antiviral -22, AmpC inh no detg -8%, CHX counter -7, Shiga inhibitor -8, AMA1 RON2 block -13% and AmpC detergent -2%.
`CCOC(=O)N1CCC(NC(=O)c2ccc3c(c2)N=C(C)c2ccccc2S3)CC1` gave HCMV antiviral inconclusive, AmpC inh no detg 139%[activator], CHX counter 1, Giardia FBPA inh 5%, Shiga inhibitor -7, AMA1 RON2 block -10% and AmpC detergent 0%.
`C=CCSc1nc2c(c(=O)[nH]1)C(c1ccccc1)C(C#N)=C(N)O2` (stereo not drawn) gave HCMV antiviral -29, AmpC inh no detg -38%, CHX counter -3, Giardia FBPA inh 13%, Shiga inhibitor 11, AMA1 RON2 block -1% and AmpC detergent -4%.
For CCOC(=O)CC1C(=O)NCCN1C(=O)COc1ccc(C(C)(C)C)cc1 (stereo not drawn) the results were HCMV antiviral -9, AmpC inh no detg 57%, CHX counter -8, Giardia FBPA inh 6%, Shiga inhibitor 27, AMA1 RON2 block -6% and AmpC detergent 0%.
CC1=NN(c2ccccc2)C(=O)/C1=C\C=C1\N(C)c2ccccc2C1(C)C was read as HCMV antiviral -6, AmpC inh no detg 16%, CHX counter -3, Giardia FBPA inh -11%, Shiga inhibitor -11, AMA1 RON2 block inconclusive and AmpC detergent inconclusive.
Cc1ccc(-c2nnc(Nc3ccccc3)c3ccccc23)cc1S(=O)(=O)NCC1CCCO1 (stereo not drawn) was read as HCMV antiviral inconclusive, AmpC inh no detg -2%, CHX counter -2, Giardia FBPA inh -3%, Shiga inhibitor -5, AMA1 RON2 block -7% and AmpC detergent inconclusive.
For COc1ccc(NC(=O)COC(=O)Cn2cnc3ccccc32)cc1 the results were HCMV antiviral -4, AmpC inh no detg -15% and AMA1 RON2 block -5%.
Screening CCCOC(=O)C1=C(C)NC2=C(C(=O)CCC2)C1c1cccc(OC)c1OC (stereo not drawn) returned HCMV antiviral -31, AmpC inh no detg 46%, CHX counter 4, Giardia FBPA inh -5%, Shiga inhibitor -8, AMA1 RON2 block -1% and AmpC detergent 9%.
Screening CCOC(=O)N1CCN(C(=O)/C(=C\c2ccc(SC)cc2)NC(=O)c2ccccc2)CC1 returned HCMV antiviral -32, AmpC inh no detg 82%[activator], CHX counter 1, Giardia FBPA inh 3%, Shiga inhibitor -2, AMA1 RON2 block -27% and AmpC detergent -3%.
For C[C@H](CO)N1C[C@H](C)[C@@H](CN(C)C(=O)Nc2ccccc2)Oc2c(NS(=O)(=O)c3ccc(F)cc3)cccc2C1=O the results were HCMV antiviral 24, AmpC inh no detg 117%[activator] and AMA1 RON2 block 9%.
For Cc1ccc(NC(=O)Cc2nn(C)c(=O)c3ccccc23)cc1F the results were HCMV antiviral inconclusive, AmpC inh no detg -24%, CHX counter -3, Giardia FBPA inh -1%, Shiga inhibitor -6, AMA1 RON2 block 27% and AmpC detergent -11%.
Screening O=C(CSc1nnnn1C1CCCCC1)Nc1ccc(F)cc1 returned HCMV antiviral -17, AmpC inh no detg -32%, CHX counter -2, Giardia FBPA inh 0%, Shiga inhibitor 2, AMA1 RON2 block 18% and AmpC detergent -4%.
For CCc1ccc(NC2=CC(=O)CC(c3ccco3)C2)cc1 (stereo not drawn) the results were HCMV antiviral 18, AmpC inh no detg -27%, CHX counter 9, Giardia FBPA inh 4%, Shiga inhibitor 45, AMA1 RON2 block -7% and AmpC detergent inconclusive.
For Cc1ccnc(NS(=O)(=O)c2ccc(NS(=O)(=O)Cc3ccccc3)cc2)n1 the results were HCMV antiviral 31, AmpC inh no detg -11%, CHX counter -5, Giardia FBPA inh 3%, Shiga inhibitor -17, AMA1 RON2 block 8% and AmpC detergent inconclusive.
Screening COc1ccc(C(=O)c2cn[nH]c2-c2cc(Cl)ccc2O)cc1 returned HCMV antiviral -31, AmpC inh no detg -52%, CHX counter -7, Giardia FBPA inh -2%, Shiga inhibitor -14, AMA1 RON2 block 49%[activator] and AmpC detergent inconclusive.
Screening COc1ccccc1N(C(=O)c1csnn1)C(C(=O)NC1CCCC1)c1ccccc1 (stereo not drawn) returned HCMV antiviral -2, AmpC inh no detg 13%, CHX counter -4, Giardia FBPA inh 8%, Shiga inhibitor -5, AMA1 RON2 block 3% and AmpC detergent 2%.
Screening CCC(C)(C)C1CCc2c(sc(N)c2C(N)=O)C1 (stereo not drawn) returned HCMV antiviral -76*, AmpC inh no detg -29%, CHX counter -2, Giardia FBPA inh -20%, Shiga inhibitor -12, AMA1 RON2 block 6% and AmpC detergent -4%.
`O=C(C1CC1)N1CCc2cc(S(=O)(=O)NCc3ccccc3)ccc21` gave HCMV antiviral -11, AmpC inh no detg -24%, CHX counter 14*, Shiga inhibitor 6, AMA1 RON2 block 4% and AmpC detergent 1%.
`O=C(O)c1nn(Cc2ncc(-c3cccc(Cl)c3)o2)c(=O)c2ccccc12` gave HCMV antiviral -26, AmpC inh no detg -26%, CHX counter 8, Giardia FBPA inh -13%, Shiga inhibitor 0, AMA1 RON2 block -8% and AmpC detergent -2%.
For CCCCCc1nnc(NC(=O)c2ccc3nc[nH]c3c2)s1 the results were HCMV antiviral -4, AmpC inh no detg -1%, AMA1 RON2 block 41%[activator] and AmpC detergent 3%.
Screening Cc1ccc(OCc2nnc(SCC(=O)Nc3cccc4ccccc34)n2-c2ccccc2)cc1 returned HCMV antiviral 26, AmpC inh no detg -19%, CHX counter 1, Giardia FBPA inh 1%, Shiga inhibitor 7, AMA1 RON2 block -7% and AmpC detergent -1%.
`O=C(Nc1cccc(Cl)c1)Nc1ccccc1C(=O)NCc1ccco1` gave HCMV antiviral 18, AmpC inh no detg -20%, CHX counter 32*, Giardia FBPA inh -15%, Shiga inhibitor 55*, AMA1 RON2 block -10% and AmpC detergent 0%.
For Cc1noc(C)c1C(=O)NC(Cc1c[nH]c2ccccc12)C(=O)O (stereo not drawn) the results were HCMV antiviral 24, AmpC inh no detg -18% and AMA1 RON2 block -8%.
Screening S=c1nc(-c2cc(Cl)cc(Cl)c2)[nH][nH]1 returned HCMV antiviral inconclusive, AmpC inh no detg -42%, CHX counter -1, Giardia FBPA inh 15%, Shiga inhibitor 9, AMA1 RON2 block 79%[activator] and AmpC detergent 3%.
For Cc1ccc(NC(=O)c2ncn(CC(=O)NCC(C)c3ccccc3)n2)cc1C (stereo not drawn) the results were HCMV antiviral 18, AmpC inh no detg 25% and AMA1 RON2 block -1%.
For O=C(N/N=C/c1ccccc1OC(F)F)NC1CCCCC1 the results were HCMV antiviral -30, AmpC inh no detg -16%, CHX counter 2, Giardia FBPA inh -2%, Shiga inhibitor 11, AMA1 RON2 block 5% and AmpC detergent -5%.
Screening COc1ccc(C(C#N)C2(C)OCCO2)cc1OC (stereo not drawn) returned HCMV antiviral -23, AmpC inh no detg 0%, CHX counter 6, Giardia FBPA inh -2%, Shiga inhibitor 14, AMA1 RON2 block 6% and AmpC detergent 9%.

Assay outcomes as filed in PubChem.
